Screening results: PubChem, National Center for Advancing Translational Sciences (NCATS)
Pol iota inh: DNA polymerase iota (human) inhibition; Q9UNA4; Pol iota fluorescent replication assay, 10 min; Potency, µM (top dose mostly 115 µM), without a hit: top-dose activity, negative = inhibition, hits mostly inhibitors; 390,000 tested, 1% active; also: potency is read from the fitted curve at half-maximal effect
Target sequence (Q9UNA4 whole entry, looked up): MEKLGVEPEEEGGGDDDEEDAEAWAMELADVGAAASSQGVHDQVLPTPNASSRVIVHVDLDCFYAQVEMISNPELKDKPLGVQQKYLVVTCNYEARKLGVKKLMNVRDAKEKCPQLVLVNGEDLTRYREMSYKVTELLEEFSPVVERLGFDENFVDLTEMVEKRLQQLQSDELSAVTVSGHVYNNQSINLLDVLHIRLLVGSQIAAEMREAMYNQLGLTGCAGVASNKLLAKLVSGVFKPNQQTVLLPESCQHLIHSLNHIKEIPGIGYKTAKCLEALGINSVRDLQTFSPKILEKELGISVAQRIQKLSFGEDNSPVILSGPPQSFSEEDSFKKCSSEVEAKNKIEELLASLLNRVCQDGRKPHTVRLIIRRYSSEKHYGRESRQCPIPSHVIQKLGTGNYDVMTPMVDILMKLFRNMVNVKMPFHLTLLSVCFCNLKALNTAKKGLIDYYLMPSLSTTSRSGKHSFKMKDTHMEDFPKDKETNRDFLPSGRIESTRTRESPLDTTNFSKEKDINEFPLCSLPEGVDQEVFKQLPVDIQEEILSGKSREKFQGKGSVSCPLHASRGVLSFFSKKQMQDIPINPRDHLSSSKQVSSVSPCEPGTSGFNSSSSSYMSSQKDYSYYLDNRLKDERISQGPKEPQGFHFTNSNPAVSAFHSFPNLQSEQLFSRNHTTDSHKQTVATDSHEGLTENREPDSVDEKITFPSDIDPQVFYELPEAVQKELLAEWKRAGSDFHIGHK
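Fluorescent replication assay read twice, at 0 min and 10 min after adding 50 nM (final) substrate. Enzyme (10 nM) and compounds were first incubated 15 min at room temperature; enzyme-free buffer wells were negative controls.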
BLM inh: Bloom syndrome helicase (human) inhibition. Potency, µM (highest dose often 56.1 µM), inactives show top-dose activity change, negative = inhibition, most hits filed as inhibitors. P54132. 350,000 tested, 0.2% active. AID 2528. recombinant BLM DNA unwinding, fluorescence dequenching;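 also: potency is read from the fitted curve at half-maximal effect; plate controls were vehicle for no effect and no enzyme for full effect; nearly all actives have a fitted effect of over 35% in size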
RXFP1 antagonist: RXFP1 (human) relaxin receptor antagonism; activity change, negative = inhibition, % at 57.5 µM; HEK293-RXFP1, relaxin-stimulated cAMP HTRF, 30 min; stronger effect = lower value; Q9HBX9; 350,000 tested, 0.59% active;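 active = activity change of -60% or lower, but not beyond a set lower limit; inconclusive = change between -60% and -40%, or beyond the set limit; inactive = change above -40%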; also: % is scaled to controls: 0 for no effect and ±100 for the full control effect
POLB inh: blocks human DNA polymerase beta activity. Potency, µM (titrated, usually from 114 µM), for inactives: at the highest dose activity change, negative = inhibition, hits mostly inhibitors. AID 485314. 340,000 tested, 1.3% active. P06746. Pol beta primer extension/strand displacement, fluorescence kinetic; also: potency is read from the fitted curve at half-maximal effect; % is scaled to controls: 0 for no effect and ±100 for the full control effect
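Enzyme-only controls used 10 nM Pol beta; buffer lacking enzyme served as negative control. Compound preincubated 15 min, then 50 nM substrate added; 0 and 10 min reads at room temperature.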
POLK inh: blocks human DNA polymerase kappa activity; purified Pol kappa, fluorescent DNA synthesis assay, 10 min; Potency, µM (titrated, usually from 107 µM), for inactives: at the highest dose activity, negative = inhibition, usual class: inhibitors; 400,000 tested, 0.53% active; Q9UBT6; also: potency is read from the fitted curve at half-maximal effect; % is scaled to controls: 0 for no effect and ±100 for the full control effect
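Readout: fluorescence, taken kinetically at 0 and 10 min. Conditions: 10 nM Pol kappa, 15 min RT compound preincubation, 50 nM substrate final. Controls: enzyme-free buffer wells.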
Tb PGK inh: T. brucei PGK inhibition; P07378; 380,000 tested, 0.043% active; Potency, µM (highest dose often 57.5 µM), without a hit: at the top dose activity change, negative = inhibition, hits mostly inhibitors; AID 602233; PGK/GAPDH coupled, Kinase-Glo luminescence, 60 min; also: potency is read from the fitted curve at half-maximal effect; % is scaled to controls: 0 for no effect and ±100 for the full control effect; nearly all actives have a fitted effect of over 60% in size
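Luminescent ATP detection (Kinase-Glo Plus) follows a 60-minute room-temperature incubation, with wells lacking PGK as controls. Buffer: 100 mM TEA (pH 7.6), 5 mM MgCl2, 0.01% Tween-20. Coupling enzyme GAPDH (100 nM final) supplies unstable 1,3-BPG in-well.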
APEX1 inh: APE1 (human) endonuclease inhibition; P27695; 350,000 tested, 0.35% active; Potency, µM (titrated, usually from 65.8 µM), for the others: at the top dose activity change, negative = inhibition, usual class: inhibitors; recombinant APE1, TAMRA/BHQ-2 abasic DNA cleavage fluorescence;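 also: potency is read from the fitted curve at half-maximal effect; plate controls were vehicle for no effect and reference inhibitor for full effect; nearly all actives have a fitted effect of over 55% in size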
Target sequence (P27695 whole entry, looked up): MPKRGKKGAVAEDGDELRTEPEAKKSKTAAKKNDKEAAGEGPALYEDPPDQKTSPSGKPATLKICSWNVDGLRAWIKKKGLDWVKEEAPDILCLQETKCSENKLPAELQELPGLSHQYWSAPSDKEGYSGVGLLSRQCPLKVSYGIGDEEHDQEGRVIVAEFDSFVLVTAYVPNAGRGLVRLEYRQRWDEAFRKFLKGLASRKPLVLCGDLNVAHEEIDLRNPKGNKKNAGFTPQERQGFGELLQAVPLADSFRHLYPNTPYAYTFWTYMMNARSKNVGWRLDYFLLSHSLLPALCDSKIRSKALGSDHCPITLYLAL
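Substrate: short duplex with […] THF abasic site, 5'-TAMRA and 3'-BHQ-2, 50 nM final. APE1 at 0.75 nM, preincubated 15 min RT with compound. Fluorescence increase from first to third read measured activity.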
POLH inh: DNA polymerase eta (human) inhibition; Q9Y253; recombinant Pol eta, fluorescent DNA replication assay; Potency, µM (titrated, usually from 114 µM), without a hit: at the top dose activity change, negative = inhibition, usual class: inhibitors; 390,000 tested, 1.2% active; AID 588591; also: potency is read from the fitted curve at half-maximal effect; % is scaled to controls: 0 for no effect and ±100 for the full control effect
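Fluorescent replication assay: 50 nM final substrate added after a 15 min room-temperature compound preincubation with 10 nM enzyme. Signal taken at 0 min and again at 10 min.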
Anesthetic bind: candidate novel general anesthetic via apoferritin binding; Potency, µM (doses to about 77.5 µM), inactives show at the highest dose activity change, negative = displacement, actives largely listed as inhibitors; apoferritin/1-aminoanthracene competitive binding, fluorescence; 350,000 tested, 0.074% active; also: potency is read from the fitted curve at half-maximal effect; % is scaled to controls: 0 for no effect and ±100 for the full control effect; nearly all actives have a fitted effect of over 20% in size
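10 uM apoferritin + 50% sat. 1-AMA, PBS; cpd 10 min RT; Ex380/Em535 endpoint; normalized to free probe vs complex; 4-param Hill fit; propofol titration as pos. ctrl.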
Active calls of the source: *; i = inactive; ? = inconclusive; . = no result given; [ ] = another dose, or the depositor's remark. Unless noted, calls follow the shape of the dose curve; as a rule, active = well fitted curve in the direction sought with a large enough effect; inconclusive = small, poorly fitted or top-dose-only effect, or another doubt; inactive = no such curve, though single readings can be large; an effect the other way counts as inactive or inconclusive. The list is partial; the hit share may differ from the screen's.

#	Compound	POLH inh	Anesthetic bind	APEX1 inh	POLK inh	Pol iota inh	RXFP1 antagonist	POLB inh	BLM inh	Tb PGK inh
1	CC/C(=C/c1ccccc1)c1cccc2[nH]c3c(OC)cccc3c12	-17%	0%	3%	5%	1%	.	13%	-11%	?
2	COc1ccc(NS(=O)(=O)c2ccc(N3CCCC3)c(N)c2)cc1	-5%	-15%	-6%	0%	42%[activator]	-18	60%	-11%	-6%
3	CCN1CCc2c(OCc3ccc(C(=O)OC)o3)cccc2C1=O	-18%	-14%	-1%	8%	115%[activator]	-15	8%	-6%	-3%
4	COc1ccc(S(=O)(=O)Nc2ccc(N(C)C(C)=O)cc2)cc1	0%	-11%	3%	-16%	1%	-2	10%	-6%	8%
5	O=C(/C=C/c1ccccc1)c1ccc(O)cc1	.	-18%	13%	-11%[60.1 µM]	.	.	.	-2%	.
6	O=C1C(=O)N(Cc2ccccc2)C(c2cccc(O)c2)/C1=C(\O)c1ccc2c(c1)OCCO2 (stereo not given)	-5%	2%	19%	2%	-19%	-7	82%	0%	-1%
7	Cc1ccc(S(=O)(=O)N(C)C)cc1NC(=O)c1ccc2ccccc2n1	-5%	-12%	16%	-1%	-7%	-1	23%	7%	-2%
8	Cc1ccc(C(=O)c2c[nH]c3c(F)cc(F)cc3c2=O)cc1	-3%	2%	2%	-6%	9%	34	16%	4%	i
9	COc1ccc(Oc2ccc(N/C=C/C(=O)C(C)(C)C)cc2)cc1	-2%	-12%	-7%	7%	?	-2	16%	-5%	.
10	C#CCNC(=O)C1=C[C@H](c2ccc(C(F)(F)F)cc2)C[C@H](OCc2ccc(CO)cc2)O1	-23%	?	?	-13%	1%	.	-11%	3%	3%
11	O=C(O)CSCC(=O)N1N=C2/C(=C/c3ccccc3)CCCC2C1c1ccccc1 (stereo not given)	-10%	-4%	43%	-2%	62%[activator]	-10	-21%	-3%	i
12	O=C(CSc1nc2ccccc2c(=O)[nH]1)Nc1cccc([N+](=O)[O-])c1	-17%	-2%	11%	2%	0%	-16	-1%	-9%	-4%
13	CCCCc1nn2c(=O)cc(COC(=O)c3ccco3)nc2s1	1%	-10%	.	1%	5%	.	3%	-1%	i
14	O=C(O)CC(NC(=O)Cc1ccccc1)c1ccccc1 (stereo not given)	-10%	34%[activator]	35%	-1%	13%	4	7%	0%	0%
15	CN(C(=O)COC(=O)c1ccc(S(=O)(=O)N2CCOCC2)cc1)c1ccccc1	-11%	.	5%	-17%	120%[activator]	0	.	.	-2%
16	O=C(COC(=O)C1(c2ccccc2)CC1)N1CCN(c2ccc(F)cc2)CC1	-7%	?	-2%	-7%	9%	-8	-8%	-8%	-6%
17	CCOC(=O)N1CCN(S(=O)(=O)c2ccc(C(=O)N(CCN(C)C)c3nc4c(C)cccc4s3)cc2)CC1	?	-20%	29%	-2%	13%	-16	-35%	3%	i
18	CCn1c(Cc2cccs2)nnc1SCC(=O)NC(C)(C)C	-21%	2%	-1%	2%	162%[activator]	-7	0%	1%	i
19	CCN(CC)S(=O)(=O)c1ccc(OC)c(NC(=O)CSCc2c(C)noc2C)c1	-7%	.	43%	-4%	?	14	.	.	i
20	CCOC(=O)c1ccc(-n2nc(C)cc2C)cc1	0%	4%	0%	-8%	11%	10	25%	-2%	-4%
21	CC1CCC(Nc2ncnc3onc(-c4ccc(F)cc4)c23)CC1 (stereo not given)	-17%	?	.	1%	7%	-29	9%	3%	-6%
22	O=C(NCc1ccncc1)c1ccc(Oc2ccccc2)cc1	-22%	-11%	1%	0%	28%	-11	2%	-7%	i
23	COc1cc(/C=C(/C#N)C(=O)Nc2ccccc2)ccc1OCc1ccc(C(=O)O)cc1	79µM*	-5%	-4%	-4%	0%	4	-4%	-4%	-1%
24	COc1ccc(CNC(=O)CSc2ncc(S(=O)(=O)c3ccc(Br)cc3)c(=O)[nH]2)cc1	-11%	0%	.	-13%	-20%	.	17%	-10%	1%
25	CCN(CC)CCNC(=O)c1ccc(NC(=O)c2ccc(Cl)c(S(=O)(=O)Nc3ccccc3OC)c2)cc1	.	-19%	-10%	.	.	.	-1%	-2%	.
26	Cn1c(=O)c2[nH]c(Cc3cccc(O)c3)nc2n(C)c1=O	-21%	.	.	6%	0%	4	.	.	-1%
27	Cc1nc(-c2ccc(S(=O)(=O)N3CCN(c4ccc(F)cc4)CC3)cc2)co1	?	-4%	.	-8%[60.1 µM]	-13%	.	3%	-5%	-18%
28	CC(C)c1nc2cc(C(=O)N3CCNC(=O)C3c3ccc(F)cc3)ccc2o1 (stereo not given)	-13%	-5%	33%	5%	7%	17	35%[activator]	1%	-3%
29	C#Cc1cccc(NC(=O)C2CCN(C(C)=O)CC2)c1	-10%	-4%	1%	8%	25%	-1	0%	2%	-1%
30	CCOC(=O)C1=C(COC(=O)CCS(=O)(=O)c2ccc(C)cc2)NC(=O)NC1C (stereo not given)	-7%	.	7%	-2%	1%	2	.	.	-8%

Next structures follow.
#	Compound	POLH inh	Anesthetic bind	APEX1 inh	POLK inh	Pol iota inh	RXFP1 antagonist	POLB inh	BLM inh	Tb PGK inh
31	COc1cccc(C(=O)NC(=S)Nc2ccc([N+](=O)[O-])cc2C)c1	-21%	-6%	3%	1%	17%	0	1%	-1%	-3%
32	O=C(NCc1cccs1)C1CCN(c2nc3ccccc3o2)CC1	-6%	-10%	-8%	3%	51%[activator]	.	29%	-1%	-10%
33	CC(NC(=O)COc1ccc(S(=O)(=O)N2CCOCC2)cc1)c1ccccc1 (stereo not given)	-11%	.	-5%	-14%	6%	0	.	.	-1%
34	COC1CCN(C(=O)c2ccc3oc(Cc4ccc(Cl)cc4)nc3c2)CC1	-15%	-4%	52%	1%	41%[activator]	17	-1%	0%	-6%
35	CC(OC(=O)Cc1coc2ccc3ccccc3c12)C(=O)Nc1ncc(Cl)cc1Cl (stereo not given)	?	-5%	2%	-27%	5%	1	-5%	-6%	-6%
36	O=C(OCC(=O)N1CCOCC1)c1ccccc1OCc1ccc(Cl)cc1	-8%	.	26%	0%	31%[activator]	5	.	.	-1%
37	O=C(O)C1CCCCC1C(=O)Nc1cnn(Cc2ccccc2)c1 (stereo not given)	-14%	-7%	1%	4%	8%	-3	2%	-1%	i
38	CCCN(CCC)c1c([N+](=O)[O-])c(=O)oc2ccccc12	-8%	2%	2%	-19%	129%[activator]	7	8%	4%	-1%
39	CC(=O)c1cccc2c(O)c(C3=Nc4ccccc4C3=O)[nH]c12	-6%	-6%	5%	7%	63%[activator]	-2	-6%	-8%	-1%
40	Cc1cccc(OCCC(=O)Nc2ccc(C)c(S(=O)(=O)N3CCOCC3)c2)c1	-10%	.	16%	-11%	-3%	7	.	.	-3%
41	CN(Cc1nc(-c2cnccn2)no1)Cc1n[nH]c2c1CCCC2	6%	-10%	2%	-15%	86%[activator]	-20	-14%	-1%	5%
42	CCOC(=O)N1CCN(c2c(NCCc3ccc(C)cc3)c(=O)c2=O)CC1	-6%	-1%	1%	-21%	?	.	-9%	-2%	0%
43	CC(=O)N(CCS(=O)(=O)c1ccc(Cl)cc1)Cc1cccs1	0%	-6%	3%	2%	-16%	-5	0%	-2%	-7%
44	CN(Cc1ccccc1)C(=O)COc1ccc(C(C)(C)C)cc1	-12%	-13%	6%	-11%	-28%	-13	2%	-7%	.
45	COc1ccc(OC)c(NC(=O)CSC2=Nc3ccccc3C3=NC(CCC(=O)NCCc4ccccc4)C(=O)N23)c1 (stereo not given)	-14%	-13%	.	4%[60.1 µM]	-15%	-6	2%	12%	-5%
46	CC(=O)Nc1ccc(/C=C/c2nc(-c3ccccc3O)n(-c3ccccc3)n2)cc1	-8%	-7%	.	-10%	-19%	.	-11%	-7%	-2%
47	O=C(Nc1cccc(S(=O)(=O)N2CCOCC2)c1)c1cnn2c(C(F)F)cc(-c3ccccc3)nc12	-21%	-10%	-3%	-7%	69%[activator]	-5	1%	-3%	-7%
48	Cc1oc2ccc(O)cc2c1C(=O)OC(C)C	-2%	-16%	4%	-12%	-16%	6	?	-2%	-9%[11.5 µM]
49	COC(=O)c1sc(NC(=O)CSc2nnc(Cn3nnc4ccccc43)n2C)nc1C	-18%	4%	2%	0%	-1%	-15	-1%	1%	i
50	Cc1ccc(C(=O)NCc2ccc3c(c2)OCO3)o1	-10%	-14%	1%	3%	22%	-4	0%	-6%	i
51	O=C(NCc1cn2ccsc2n1)Nc1cccc(Cl)c1	0%	-9%	3%	-8%	7%	-6	8%	3%	-4%
52	COc1ccccc1CC(=O)Nc1ccc(-c2noc(COc3cccc(C)c3C)n2)cc1	-23%	39%[activator]	-1%	-6%	12%	.	1%	-3%	1%
53	N#CC1=C(Nc2ccccc2)SC=C(c2ccc(F)cc2)N=C1N1CCOCC1	.	-18%	-3%	.	.	.	29%	0%	.
54	CC(C)(Cl)C1Cc2cc3ccc(=O)oc3cc2O1 (stereo not given)	-1%	-8%	-4%	-3%	2%	-15	8%	-2%	-10%

Marked active in POLH inh, of those listed so far:
#	canonical_smiles	POLH inh	APEX1 inh	POLK inh	Pol iota inh	RXFP1 antagonist	POLB inh	BLM inh	Tb PGK inh
23	COc1cc(/C=C(/C#N)C(=O)Nc2ccccc2)ccc1OCc1ccc(C(=O)O)cc1	79µM*	-4%	-4%	0%	4	-4%	-4%	-1%

Only POLH inh (2 entries from above):
No. | Structure | POLH inh
38 | CCCN(CCC)c1c([N+](=O)[O-])c(=O)oc2ccccc12 | -8%
39 | CC(=O)c1cccc2c(O)c(C3=Nc4ccccc4C3=O)[nH]c12 | -6%
